Tb PFK block – inhibitors of T. brucei phosphofructokinase; Potency, µM (top dose mostly 57.5 µM), for the others: at the highest dose activity, negative = inhibition, most hits filed as inhibitors; T. brucei PFK, ADP-Glo luminescence; AID 485367; actives 0.17% (n = 330,000); O15648;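 also: potency is read from the fitted curve at half-maximal effect; 0% = uninhibited 1x PFK enzyme wells and -100% = no-enzyme wells; nearly all actives have a fitted effect of over 60% in size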
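Activity is normalized to no-enzyme wells (full inhibition) and 1.25 nM enzyme wells (no inhibition). Reaction: 0.5 mM F6P, 0.1 mM ATP, 45 min RT, ADP-Glo luminescence; concentration-response curves fitted and classed by quality.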
USP2a inh – blocks human ubiquitin-specific protease USP2a | O75604 | USP2 core, Ub-CHOP2 coupled fluorogenic reporter, 485/531 | Potency, µM (titrated, usually from 38.3 µM), without a hit: at the highest dose activity change, negative = inhibition, actives largely listed as inhibitors | actives 0.01% (n = 330,000);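 also: potency is read from the fitted curve at half-maximal effect; plate controls were DMSO wells for no effect and full inhibition by NEM control for full effect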
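USP2 core (10nM final) preincubated 30min RT with compound in 20mM Tris-HCl pH 8.0, 2mM CaCl2, 2mM beta-mercaptoethanol, 0.05% CHAPS; 25nM Ub-CHOP2 plus 25nM reporter substrate added, fluorescence (Ex485/Em531) read after 60min.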
TSHR antagonist – antagonists of human thyroid stimulating hormone receptor | P16473 | TSHR-expressing cells, TSH-stimulated cAMP HTRF, 2 h; hits give low values | activity change, negative = inhibition, % at 11.5 µM | actives 0.2% (n = 330,000) | AID 504810;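 active = activity change below a set negative limit, meaning inhibition stronger than a set level, cut at about -70% in these data; inconclusive = activity change between two set negative limits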; also: % is scaled to controls: 0 for no effect and ±100 for the full control effect
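Cell-based HTRF cAMP assay; TSHR cells + compound, TSH EC80 (4nM final), 2 h, 37 deg C. Lysis with anti-cAMP cryptate and cAMP-d2, 30 min RT, read 665/620 nm.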
TCR activator – activators of T cell receptors; 330,000 tested, under 10 active; Potency, µM (doses to about 9.22 µM), for inactives: top-dose activation of IL-2 secretion, usual class: activators; primary human leukocytes, anti-CD3, IL-2 HTRF, 48 h; also: % of control where 0% means no effect
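Using a-CD3 beads without co-stimulation, primary human leukocytes were exposed to compounds for 48 hr. An HTRF IL-2 kit measured the cytokine, with europium-to-d2 energy transfer producing emission at 665nm upon 320nm excitation.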
uPA generation – blocks generation of uPA at the cell surface. cell surface uPA generation assay, qHTS. Potency, µM (top dose mostly 38.3 µM), inactives show at the top dose activity change, negative = inhibition, most hits filed as inhibitors. actives 0.31% (n = 330,000); active = well fitted inhibition curve with a large enough effect; inconclusive = small, poorly fitted or top-dose-only effect; inactive = no such curve, though single readings can be large or run the other way; tested in mouse RAW 264.7 cells; also: potency is read from the fitted curve at half-maximal effect; % is scaled to controls: 0 for no effect and ±100 for the full control effect; nearly all actives have a fitted effect of over 55% in size
Chronic BCR inh – blocks chronic active B-cell receptor signaling | AID 493014 | ABC-DLBCL IkBa-CBG/CBR reporter, luminescence ratio, 4 h | actives 0.05% (n = 340,000) | Potency, µM (highest dose often 46.1 µM), inactives show at the highest dose ratio change, negative = lower green/red ratio, usual class: inhibitors; active = well fitted inhibition curve with a large enough effect in the signal ratio, with a control signal flat, not every such curve was filed as active; inconclusive = small, poorly fitted or top-dose-only effect, or effect the other way, or a change in a side signal; the % refers to the signal ratio;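 also: potency is read from the fitted curve at half-maximal effect; plate controls were basal doxycycline-induced cells for no effect and cells given 10 µM MG132 for full effect; MG132 reads +100%, hits lower the ratio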
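Doxycycline induced both beetle luciferases in TMD8 lymphoma cells; IKK-driven degradation limits the IkappaBalpha-fused green signal, while red luminescence normalises for cell number and nonspecific effects. Compounds tested up to 46 uM, 4 hrs.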
Eya2 phos inh – Eya2 (human) phosphatase inhibition | O00167 | AID 488837 | Potency, µM (titrated, usually from 76.9 µM), for inactives: top-dose activity, negative = inhibition, most hits filed as inhibitors | recombinant Eya2, OMFP fluorescence dephosphorylation (OMFP is methylfluorescein phosphate) | actives 0.006% (n = 330,000); also: potency is read from the fitted curve at half-maximal effect; % is scaled to controls: 0 for no effect and ±100 for the full control effect
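Eya2 (0.2 uM) preincubated 10 min at ambient with compound, then OMFP substrate added at 50 uM; 10 min reaction in 50 mM HEPES pH 7.5, 50 mM NaCl, 5 uM MgCl2, 0.05% BSA, 1 mM DTT. Fluorescence read at Ex 485/Em 525 nm.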
PTAP TSG101 blk – blocks PTAP/TSG101 interaction to inhibit HIV-1 budding; 340,000 tested, under 10 active; Potency, µM (doses to about 115 µM), without a hit: at the top dose activity change, negative = inhibition, usual class: inhibitors; Fluorescence polarization, FITC-PTAP peptide / Tsg101 binding; Q99816; AID 493005; active = well fitted inhibition curve with a large enough effect in the main read-out, with a control signal flat, not every such curve was filed as active; inconclusive = small, poorly fitted or top-dose-only effect, or effect the other way, or a change in a side signal; inactive = no such curve, though single readings can be large or run the other way; also: potency is read from the fitted curve at half-maximal effect; % of control where 0% means no effect
Target sequence (Q99816 whole entry, looked up): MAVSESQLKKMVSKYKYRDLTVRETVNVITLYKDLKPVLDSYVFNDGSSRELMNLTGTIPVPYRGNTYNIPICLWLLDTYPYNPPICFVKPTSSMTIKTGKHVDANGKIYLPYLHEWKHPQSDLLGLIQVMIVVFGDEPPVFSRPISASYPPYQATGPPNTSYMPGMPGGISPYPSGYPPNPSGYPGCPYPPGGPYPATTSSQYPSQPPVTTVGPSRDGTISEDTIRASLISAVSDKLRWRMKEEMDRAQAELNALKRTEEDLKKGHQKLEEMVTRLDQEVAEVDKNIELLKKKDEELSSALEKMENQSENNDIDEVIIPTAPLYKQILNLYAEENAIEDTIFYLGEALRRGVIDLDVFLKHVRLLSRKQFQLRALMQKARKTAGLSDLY
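Fluorescence polarization binding of Tsg101 binding domain (10 uM final) to FITC-labeled PTAP peptide (50 nM final) in HEPES pH 7.5 buffer with NaCl, Tween 20, EDTA, TCEP. Compounds added before peptide; binding 20 min at RT.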
Mito fusion yeast – inhibitors of mitochondrial division or activators of mitochondrial fusion | S. cerevisiae fusion-defective mutant growth rescue, CellTiterGlo 48 h | Potency, µM (titrated, usually from 46.1 µM), inactives show at the highest dose growth rescue (activation), actives largely listed as activators | actives 0.23% (n = 320,000) | AID 485298;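 also: potency is read from the fitted curve at half-maximal effect; % of control where 0% means no effect; nearly all actives have a fitted effect of over 45% in size; temperature-sensitive fusion mutants such as fzo1-1 at 37 °C on non-fermentable ethanol glycerol medium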
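S. cerevisiae fusion-defective temperature-sensitive mutants (e.g. fzo1-1, mgm1-5) grown 48 h at 37C in YPEG (ethanol/glycerol non-fermentable) medium with 23 nl compound per well; growth rescue read as CellTiterGlo luminescence.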
B2AR arrestin – recruits beta-arrestin to the human beta2-adrenergic receptor; actives 0.02% (n = 330,000); Potency, µM (top dose mostly 46.1 µM), for inactives: at the top dose activation, hits mostly activators; P07550; beta-arrestin recruitment to beta2AR, cell-based reporter;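 also: potency is read from the fitted curve at half-maximal effect; 0% = DMSO controls and full agonism = EC100 isoproterenol or metaproterenol; nearly all actives have a fitted effect of over 65% in size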
Target sequence (P07550 whole entry, looked up): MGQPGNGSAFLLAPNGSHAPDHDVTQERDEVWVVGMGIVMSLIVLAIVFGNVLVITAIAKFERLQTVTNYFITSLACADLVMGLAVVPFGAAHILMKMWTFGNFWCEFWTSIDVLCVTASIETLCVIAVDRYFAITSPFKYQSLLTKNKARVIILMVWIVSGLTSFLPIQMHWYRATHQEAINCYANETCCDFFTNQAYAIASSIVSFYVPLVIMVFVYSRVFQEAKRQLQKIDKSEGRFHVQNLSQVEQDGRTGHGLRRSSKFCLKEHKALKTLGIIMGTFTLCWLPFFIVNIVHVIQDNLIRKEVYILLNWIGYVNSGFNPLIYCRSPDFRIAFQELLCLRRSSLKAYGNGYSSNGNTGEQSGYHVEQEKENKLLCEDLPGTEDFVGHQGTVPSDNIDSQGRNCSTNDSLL
ELG1 DNA repair – inhibitors of ELG1-dependent DNA repair in HEK293T cells | HEK293T ELG1-luciferase reporter, luminescence, 16 h; DNA damage induced by 5-fluorouridine | Potency, µM (series often up to 46.1 µM), without a hit: top-dose activity change, negative = inhibition, usual class: inhibitors | actives 2.3% (n = 330,000) | AID 504467; also: potency is read from the fitted curve at half-maximal effect; % is scaled to controls: 0 for no effect and ±100 for the full control effect; nearly all actives have a fitted effect of over 55% in size
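Luminescence from the luciferase reporter, measured 30 min after ONE-Glo reagent at room temperature, was the read-out. Beforehand, 2,000 cells per well were exposed for 16 hr at 37 °C to 5-fluorouridine together with compound or vehicle.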
* hit, by the source's call; ? = inconclusive; / = no result given; [ ] = another dose, or the depositor's remark. Unless noted, calls follow the shape of the dose curve; as a rule, active = well fitted curve in the direction sought with a large enough effect; inconclusive = small, poorly fitted or top-dose-only effect, or another doubt; inactive = no such curve, though single readings can be large; an effect the other way counts as inactive or inconclusive.

SMILES	Tb PFK block	USP2a inh	TSHR antagonist	TCR activator	uPA generation	Chronic BCR inh	Eya2 phos inh	PTAP TSG101 blk	Mito fusion yeast	B2AR arrestin	ELG1 DNA repair
COc1ccc(/C=C/C(=O)OC2CCCN(C)C2)cc1 (configuration not stated)	-2%	6%	15	-4%	13%	1%	-6%	-1%	8%	0.3%	?
O=C(/C(Br)=C/Nc1cc(Cl)ccc1Cl)C(F)(F)F	5%	4%	8	5%[46.1 µM]	-2%	1%	-12%	-3%	0%	-1.7%	?
O=C(CCNC(=O)c1ccc(Br)o1)NCc1ccccn1	5%[0.46 µM]	4%	16	4%	/	-16%	2%	-2%	-2%	0.5%	-5%
COc1cccc(NC(=O)CSc2nc3ccccc3c(=O)n2CCCC(=O)NCCCN2CCOCC2)c1	-7%	-1%	0	-1%	-4%	1%	-17%	0%	-6%	0.1%	-8%
CCCc1n[nH]c2c1/C(=N/O)CC(c1ccccc1)C2 (configuration not stated)	-1%	2%	-14	0%	-4%	-1%	9%	-12%	11%	3.1%	0%
O=C(/C=C/c1ccc(S(=O)(=O)N2CCOCC2)cc1)NCc1ccccc1Cl	0%	0%	25	-2%[46.1 µM]	-5%	0%	1%	-9%	6%	-0.4%	?
O=C(CCc1nnc2ccc(N3CCCC3)nn12)Nc1ccc(F)c(F)c1	3%	-1%	6	0%	-2%	5%	9%	-1%	5%	0.4%	-2%
CCCCCSc1nc(C)c(CC(=O)O)c(=O)[nH]1	5%	3%	2	-1%[46.1 µM]	-1%	-2%	5%	3%	0%	0.1%	0%
c1cnc2c(OCc3nc4ccccc4[nH]3)cccc2c1	-6%	0%	7	-1%	-14%	?	-4%	-7%	11%	0.0%	?
COCCn1c(=S)[nH]c2sc3c(c2c1=O)CCCC3	-3%	0%	41	-1%	0%	?	15%	2%	30%	0.4%	?
O=C(NCCc1ccccc1)c1nc2c(nnn2Cc2ccccc2Cl)c(=O)[nH]1	0%	2%	-25	-2%[46.1 µM]	/	-3%	-3%	-10%	9%	0.1%	2%
CC(Sc1nc2ccccc2c(=O)n1C)C(=O)Nc1ccc2c(c1)OCCO2 (configuration not stated)	3%	1%	-18	0%	?	?	10%	-1%	0%	0.0%	-22%
Cc1ccc(C)c(N2CCN(S(=O)(=O)c3c(C)[nH]c(C)c3C(=O)N3CCCCC3)CC2)c1	6%	2%	-33	2%	-5%	-1%	-2%	-11%	3%	-0.3%	?
COc1ccc(S(=O)(=O)CCc2nnc(NC(=O)c3cccs3)s2)cc1	4%	0%	6	2%	/	-1%	8%	-2%	-1%	-0.7%	3%
COc1cccc(C(=O)NCc2ccco2)c1	4%	0%	1	/	-22%	-15%	2%	-10%	0%	-1.1%	0%
On1c(-c2ccccc2)nc2ncccc21	0%	2%	4	11%	-7%	1%	14%	-6%	-4%	-1.1%	-1%
CCOC(=O)c1cc(OC(=O)c2ccccc2Br)n(-c2ccccc2)n1	1%	4%	1	/	/	20%	30%	0%	0%	-1.7%	?
Cc1ccc(N2C(=O)N(CC(=O)Nc3ccc([N+](=O)[O-])cc3)C(=O)C2C)cc1 (configuration not stated)	?	-1%	2	5%	10%	2%	-4%	-3%	-8%	0.1%	8%
CC(C)c1cc(CN2CCN(C3CCCC3)C(CCO)C2)[nH]n1 (configuration not stated)	-9%	-2%	18	-11%	0%	7%	19%	0%	3%	0.2%	6%
CC(=O)c1cc(-c2ccc(F)cc2)n(CCC(=O)NC(C)(C)C)c1C	7%	1%	-10	2%	2%	-12%	6%	2%	28%	-0.2%	1%
CC(C)Nc1ncnc2c1cnn2-c1ccc(Cl)cc1	-7%	-1%	-16	3%	13µM*	?	-45%	0%	27%	0.1%	?
Cn1c(SCC(=O)N2CCN(c3ccccc3)CC2)nnc1-c1c[nH]c2ccccc12	-2%	-3%	-24	3%	-10%	-1%	-15%	-4%	0%	-1.0%	10µM*
O=C1NC(=S)N/C1=C/c1cc2c(cc1[N+](=O)[O-])OCO2	-2%	0%	-10	-11%	0%	-1%	1%	-4%	-11%	-0.3%	1%
O=C1CCc2cc(S(=O)(=O)N3CCN(c4ccc(F)cc4)CC3)cc3c2N1CC3	-3%	1%	47	-12%	-1%	1%	5%	-1%	-2%	-0.2%	24%
Cc1nn(C2CCS(=O)(=O)C2)c(Cl)c1/C=C/C(=O)OCC(=O)N(C)C (configuration not stated)	-8%	-1%	4	-1%	-2%	-6%	2%	0%	6%	0.2%	18%
CS(=O)(=O)c1nc(S(=O)(=O)c2ccc(Cl)cc2)c(N2CCOCC2)s1	1%	0%	0	-1%	-26%	-6%	-11%	-1%	-3%	0.2%	-23%
CN(C)S(=O)(=O)c1cccc(NC(=O)CCNC(=O)c2ccccc2Cl)c1	-2%	1%	-10	1%[46.1 µM]	1%	-11%	2%	-4%	-11%	-0.4%	-4%
Cc1cccc(NS(=O)(=O)c2cn(C)c(=O)n(C)c2=O)c1C	0%	2%	20	1%	-3%	2%	-21%	-4%	3%	-3.0%	4%
CC1Cc2ccccc2N1C(=O)Cc1cccs1 (configuration not stated)	-4%	2%	-5	-4%	/	?	-14%	-5%	7%	-0.1%	18%
O=C(CSc1ccc2nnc(-c3ccccn3)n2n1)NCc1ccc2c(c1)OCO2	-12%	5%	-11	-6%[46.1 µM]	11%	3%	-5%	-2%	-3%	-0.3%	-1%
CCc1cccc(CC)c1NC(=O)c1cccc(S(=O)(=O)N2CCN(C)CC2)c1	1%	0%	9	-1%	-7%	-2%	5%	/	-3%	0.2%	5%
O=C(CSc1nnc2ccccn12)NNC(=O)c1ccc(F)cc1	-1%	-1%	-1	-128%	2%	-1%	19%	-3%	-3%	0.5%	6%
c1ccc2c(c1)C(=NCC1CCCO1)NC2=NCC1CCCO1 (configuration not stated)	2%	-2%	17	-10%	9%	-2%	2%	0%	3%	0.4%	5%
CC1=NN(C(=O)Cc2ccc([N+](=O)[O-])cc2)C(O)(C(F)(F)C(F)(F)F)C1 (configuration not stated)	-4%	-1%	2	-6%	-8%	?	-3%	-1%	4%	0.0%	-3%
N#Cc1ccccc1Cn1c(=O)oc2ccccc21	2%	0%	4	-13%	-2%	0%	1%	-7%	2%	4.5%	12%
CCOC(=O)c1sc2nccc(N(C)C)c2c1N=CNOCc1c(F)cccc1Cl	5%	0%	-30	4%	13%	30%	4%	0%	20%	-0.4%	16µM*
O=C(C1=C[C@@H](C2CC2)C[C@@H](OCCCCO)O1)N1CCN(Cc2ccccc2)CC1	-6%	2%	-3	0%	4%	5%	14%	-10%	1%	-0.4%	-9%
Cc1ccc(S(=O)(=O)NCCNc2ccc(Br)c(C)c2)cc1	2%	3%	/	/	10%	1%	-1%	-4%	/	-0.2%	?
O=C(O)C1CCCN1C(=O)Nc1ccccc1 (configuration not stated)	-2%	1%	4	-8%	2%	1%	3%	0%	-1%	-0.4%	?
CCOC1(OCC)C(c2ccc(N)cc2)C(C#N)(C#N)C1(OCC)OCC (configuration not stated)	-10%	2%	0	/	5%	?	8%	-6%	-2%	0.1%	-1%
CC(C)(C)NC(=O)COC(=O)c1ccc(S(=O)(=O)N2CCCCCC2)cc1	1%	-2%	-7	-9%	-3%	0%	12%	1%	-3%	-0.1%	-5%
Cc1nnc(NC(=O)CSc2nnc(NC(=O)C(C)(C)C)s2)s1	2%	13%	-9	6%	0%	1%	2%	-3%	-1%	-0.1%	0%
C=CCNC(=S)NNc1nc(N2CCCC2)nc(N2CCCC2)n1	1%	2%	-7	/	-6%	-1%	3%	-4%	-19%	-1.0%	6%
COC(=O)CCC(NC(=O)c1cc(C)oc1C)C(=O)OC (configuration not stated)	4%	-1%	6	-4%[46.1 µM]	4%	?	-14%	-5%	2%	0.1%	8%
c1csc(-n2nc3ccccc3n2)c1	-7%	-1%	5	3%	3%	0%	7%	-3%	-5%	-0.2%	?
O=C(O)c1ccccc1-n1ncc2c1/C(=C/c1ccc(Cl)cc1)CC2	19%	10%	-20	/	/	13%	7%	/	0%	0.5%	-1%

Assay outcomes (PubChem BioAssay)

No enrichment for hits (roughly 3% active in at least one column).
